Compound activity deposited in PubChem by National Center for Advancing Translational Sciences (NCATS).
Rhodamine autofl – compound autofluorescence in rhodamine spectral region; 59,000 tested, 0.05% active; AID 594; max dye-equivalent concentration, M; Rhodamine-region fluorescence, 547/598 nm, Tris buffer; hits give high values; in the data active means max dye-equivalent concentration above about 11 nM; inconclusive means between about 1.1 nM and that limit
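Compound fluorescence in 100 mM Tris, pH 8.0, read after 15 min at room temperature with 547 nm excitation and 598 nm emission. Output is dye-equivalent concentration from an on-plate rhodamine standard series.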
HEK293 cAMP cs – counter-screen for TSHR agonists: cAMP increase in parental HEK293; parental HEK293 CNG cAMP sensor, membrane potential fluorescence; Potency, µM (top dose mostly 57.1 µM), inactives show top-dose activation, most hits filed as activators; 73,000 tested, 2.5% active; AID 938; further: potency means the concentration at half of the fitted maximal effect; % of control where 0% means no effect; nearly all actives have a fitted effect of over 55% in size
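Parental HEK 293 cells stably expressing a modified CNG channel (no TSHR) report cAMP rise as membrane depolarization. Membrane potential dye with 100 uM RO 20-1724 was loaded for 60 min at room temperature, then compound added for 30 min; fluorescence read at 590 nm.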
Pol III holo inh – blocks replication by bacterial DNA polymerase III holoenzyme | 71,000 tested, 0.25% active | reconstituted DNA polymerase III holoenzyme replication, biochemical | Potency, µM (titrated, usually from 57.1 µM), without a hit: at the top dose activity change, negative = inhibition; further: potency means the concentration at half of the fitted maximal effect; on the % scale 0 is the no-effect control and ±100 the full control effect
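Reconstituted *E. coli* holoenzyme (0.35 nM Pol III, 1 nM beta, 154 nM SSB, 2 nM primase) was preincubated with compound for 15 min at RT. Synthesis on 1.4 nM ssM13Gori ran 35 min, then was stopped with PicoGreen/EDTA and read as dsDNA fluorescence.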
15-hLO inh – 15-hLO (ALOX15) enzyme inhibition; P16050; purified 15hLO-1, xylenol orange hydroperoxide absorbance; Potency, µM (highest dose often 57.1 µM), without a hit: at the highest dose activity change, negative = inhibition, actives largely listed as inhibitors; 74,000 tested, 1.4% active; further: potency means the concentration at half of the fitted maximal effect; on the % scale 0 is the no-effect control and ±100 the full control effect; nearly all actives have a fitted effect of over 55% in size
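Hydroperoxide formed from arachidonic acid (50 uM) by purified human 15hLO-1 (40 nM) oxidizes ferrous iron, and the ferric-xylenol orange complex is read at 573 versus 405 nm. Compounds were preincubated 15 min; reaction ran 6 min at room temperature.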
USP2a inhib – blocks human ubiquitin-specific protease USP2a. Potency, µM (doses to about 38.3 µM), for the others: top-dose activity change, negative = inhibition, usual class: inhibitors. O75604. USP2a enzymatic assay, qHTS inhibition. 60,000 tested, 0.1% active;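 further: potency means the concentration at half of the fitted maximal effect; nearly all actives have a fitted effect of over 60% in size; plate controls were DMSO for no effect and NEM full inhibition control for full effect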
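USP2 core (20nM final) preincubated 30 min RT with compound, then Ub-PLA2 20nM and NBD C6-HPC 20uM final added; buffer 20mM Tris-HCl pH 8.0, 2mM CaCl2. Fluorescence Ex 460/Em 535 read at 0 and 2.5 h; normalized to NEM.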
BRCT inh red – disrupts BRCA1 BRCT binding to phosphoprotein, red fluorophore readout; P38398; BRCT-phosphopeptide binding, red fluorescence polarization; Potency, µM (doses to about 76.9 µM), for the others: top-dose activity change, negative = inhibition, usual class: inhibitors; 75,000 tested, 0.03% active; further: on the % scale 0 is the no-effect control and ±100 the full control effect
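Rhodamine-labelled pBACH1 10-mer (100 nM) bound to BRCT domain (100 nM) at pH 7.3; compounds incubated 12 min room temperature, polarization read. Free peptide defines full inhibition; unlabelled decapeptide titrated as control.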
BRCT inh green – inhibitors of human BRCA1 BRCT-phosphoprotein interaction (green fluorophore) | AID 875 | BRCA1 BRCT-phosphopeptide binding, green fluorescence polarization | 75,000 tested, 0.05% active | Potency, µM (doses to about 76.9 µM), for the others: at the top dose activity change, negative = inhibition, most hits filed as inhibitors;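 further: potency means the concentration at half of the fitted maximal effect; plate controls were peptide without protein for full effect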
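Fluorescence polarization: His-tagged BRCT (~35 kDa BRCA1 C-terminus, 250 nM) bound to 100 nM fluorescein-labeled phosphorylated 10-aa BACH1 peptide, pH 7.3 phosphate buffer with DTT and Tween 20. Compounds incubated 12 min at room temperature; inhibition read as lowered polarization.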
HADH2 inh – blocks human hydroxyacyl-CoA dehydrogenase type II | Potency, µM (top dose mostly 57.1 µM), without a hit: at the highest dose activity change, negative = inhibition, hits mostly inhibitors | recombinant HADH2, NADH fluorescence, beta-hydroxybutyryl-CoA | 73,000 tested, 3.4% active | AID 886 | Q99714; further: potency means the concentration at half of the fitted maximal effect; on the % scale 0 is the no-effect control and ±100 the full control effect; nearly all actives have a fitted effect of over 60% in size; many of its hits are not listed in these tables
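Read-out: 360 nm excitation, 450 nm emission, kinetic over 4 min. Conditions: His-tagged human HADH2 20 nM, pH 9.0 Tris with Tween-20, 1 mM NAD+, 90 uM beta-hydroxybutyryl-CoA.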
Caspase-7 inhib – caspase-7 (human) inhibition, allosteric or competitive. P55210. AID 889. Potency, µM (highest dose often 57.5 µM), for inactives: top-dose activity change, negative = inhibition, hits mostly inhibitors. 75,000 tested, 0.02% active. recombinant caspase-7, Ac-DEVD-AFC fluorescence rate; active means well fitted inhibition curve with a large enough effect in the main read-out, with a control signal flat, not every such curve was filed as active; inconclusive means small, poorly fitted or top-dose-only effect, or a change in a side signal; further: potency means the concentration at half of the fitted maximal effect; % of control where 0% means no effect
Tau fil binding – binds recombinant human tau filaments. P10636. recombinant tau filaments, thioflavin S fluorescence, 15 h; filaments grown with octadecylsulfate alongside compound. Potency, µM (series often up to 57.1 µM), for inactives: top-dose activity change, negative = inhibition. 71,000 tested, 2% active. AID 596;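 further: potency means the concentration at half of the fitted maximal effect; on the % scale 0 is the no-effect control and ±100 the full control effect; actives lower thioflavin S fluorescence by blocking filaments or displacing dye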
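His-tagged recombinant human tau (exons 2, 3 and 10 included), 1 uM, was induced to fibrillize by 30 uM sodium octadecylsulfate with compound present. After 15 h at 37 C, thioflavine S fluorescence (ex 450, em 510 nm) was read.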
Casp1 inh – allosteric or competitive inhibitors of human caspase-1. P29466. Caspase-1 enzyme, Ac-WEHD-AFC fluorogenic rate. Potency, µM (titrated, usually from 57.5 µM), for the others: top-dose activity change, negative = inhibition, most hits filed as inhibitors. 75,000 tested, 0.03% active;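 further: potency means the concentration at half of the fitted maximal effect; plate controls were vehicle for no effect and no substrate for full effect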
Starred values were filed as active, the others as inactive; i = inactive; ? = inconclusive; / = no result given; & = joins results of further samples; [ ] = dose if it differs, or a comment. Unless noted, the call rests on the fitted dose curve; in most records, active means well fitted curve in the direction sought with a large enough effect; inconclusive means small, poorly fitted or top-dose-only effect, or another doubt; inactive means no such curve, though single readings can be large; an effect the other way counts as inactive or inconclusive. These rows are one share of the data; rates above refer to the full screens.

SMILES	Rhodamine autofl	HEK293 cAMP cs	Pol III holo inh	15-hLO inh	USP2a inhib	BRCT inh red	BRCT inh green	HADH2 inh	Caspase-7 inhib	Tau fil binding	Casp1 inh
COCCn1nnnc1C(c1cc2cc(OC)ccc2[nH]c1=O)N1CCC(Cc2ccccc2)CC1 (stereo not drawn)	i	28%	-2%	?	35%[activator]	1.3%	21%	14%	-9%	5%	-8%
CN(C)S(=O)(=O)N(CCN1CCOCC1)Cc1ccccc1F	i	8%	-4%	3%	5%	1.2%	-1.7%	11%	-1%	-7%	1%
COc1ccc(-c2ccc(-c3noc(-c4ccncc4)n3)c(OC)n2)cc1	i	?	-1%	8%	21%	1.3%	-4.0%	10%	-7%	5%	-8%
COc1ccccc1N1CCN(CCC(=O)Nc2ccc3c(c2)OCO3)CC1	/	?	2%	-7%	9%	0.6%	-1.8%	13%	-1%	9%	-2%
COc1ccc(NC(=O)Nc2ccccc2C)c(OC)c1	/	3%	/	2%	/	1.6%	-4.0%	8%	-1%	/	-3%
FC(F)(F)C(Oc1nc(NC2CCCCC2)nc(N2CCOCC2)n1)C(F)(F)F	i	13%	-4%	-28%	0%	-0.8%	-0.3%	9%	0%	-12%	1%
CCCS(=O)(=O)NCc1cn2cccc(C)c2n1	i	9%	2%	-3%	-12%	-1.4%	1.7%	2%	-1%	7%	-2%
Cc1ccccc1-c1nc(CS(=O)CC(=O)NCCN2CCN(Cc3ccccc3)CC2)c(C)o1 (stereo not drawn)	i	?	-11%	-4%	19%	1.0%	-1.0%	1%	0%	40%	0%
c1ccc(CCCc2nc(-c3ccccn3)no2)cc1	i	-2%	-5%	20%	7%	1.5%	1.9%	16%	2%	3%	-1%
COC(=O)CNC(=O)[C@@]1(C)C=C[C@@H](Cc2ccccc2)N1C(C)=O	/	20%	-2%	-1%	/	0.3%	-3.3%	8%	-3%	10%	-3%
COc1ccc(-c2cn3cc(C)ccc3n2)cc1OC	i	17%	-1%	?	-3%	2.0%	-5.8%	32µM*	-3%	2%	-10%
CSc1cccc(NC(=O)CSc2nc3ccccc3o2)c1	i	?	0%	-21%	7%	0.4%	-2.2%	3%	-5%	-9%	-2%
CCN(C(=O)CCc1nc(-c2ccccc2F)no1)c1cc(OC)ccc1OC	i	?	2%	-6%	-2%	-1.9%	0.1%	-2%	0%	2%	-2%
COc1ccc(CNC(=O)[C@H](C)[C@@H]2C[C@@]2(C)[C@@H](NC(=O)OCc2ccccc2)c2ccccc2)cc1OC	/	29%	-5%	/	/	0.5%	-1.3%	10%	-5%	14%	-8%
CC(C)OC(=O)C1C2C=CC3(CN(C(C)c4ccc(Br)cc4)C(=O)C13)O2 (stereo not drawn)	/	5%	-1%	3%	/	0.3%	-0.5%	-2%	-1%	16%	-6%
O=C1c2ccccc2[C@@H]([C@@H]2c3ccccc3C(=O)c3cc(Br)ccc32)c2ccc(Br)cc21	i	6%[11.4 µM]	11%[11.4 µM]	-18%[11.4 µM]	/	-0.5%[15.4 µM]	-0.9%[15.4 µM]	4%[11.4 µM]	0%[11.5 µM]	-6%[11.4 µM]	0%[11.5 µM]
Cc1c(Br)cc(-c2nnco2)cc1Br	/	?	-5%	1%	6%	-0.9%	-0.3%	3%	2%	13%	0%
CNc1oc(Cc2cccc3ccccc23)nc1C#N	i	1%	-5%	-16%	-2%	1.2%	1.3%	-18%	-4%	3%	-1%
Cc1cc(-c2ccccc2)nc2[n+]1CCN2C	i	-1%	1%	22%	-4%	2.1%	-2.4%	6%	-28%	?	?
Cc1nn(-c2ccccc2)c(C)c1C(=O)OCC(=O)N1CC(=O)Nc2ccccc21	i	-2%	-1%	-4%	25%	0.6%	1.5%	10%	-1%	-4%	3%
CCC(C)C(=O)O[C@H]1C[C@@H](C)C=C2C=C[C@H](C)[C@H](CC[C@@H]3C[C@@H](O)CC(=O)O3)C21 (stereo partly drawn)	/	/	/	1%[25.6 µM]	/	0.2%	1.1%	/	-1%	/	-1%
O=C(CSc1nc2ccccc2s1)c1sc2sc3ccccc3[n+]2c1O	?	3%[11.4 µM]	-27%[11.4 µM]	-8%[11.4 µM]	/	2.7%[15.4 µM]	7.9%[15.4 µM]	3.2µM*	-25%[11.5 µM]	-5%[11.4 µM]	1%[11.5 µM]
Cc1cccc(N2CCN(c3nc4ccccc4n4cnnc34)CC2)c1C	/	2%	-3%	8%	/	0.5%	0.3%	-1%	-2%	258%	0%
CCOC(=O)c1cc2sccc2n1CC(=O)N1c2ccccc2CC1C (stereo not drawn)	i	?	-5%	-2%	125%[activator]	-0.3%	-1.9%	36%[activator]	-4%	33%	0%
COc1ccccc1N1CCN(C(=O)COc2ccc(Cl)cc2Br)CC1	/	5%	-10%	-13%	16%	-0.5%	-0.7%	-1%	-8%	46%	-5%
COC(=O)c1ccc2c(c1)NC(=O)C(N1CCCC1)S2 (stereo not drawn)	i	3%	-2%	-7%	6%	0.0%	4.8%	-2%	-1%	0%	-2%
COC(=O)c1cc(COC(=O)c2ccc3ccccc3n2)oc1C	i	24%	6%	1%	9%	-4.3%	1.4%	-7%	-2%	-41%	-2%
Cc1ccccc1C(OCCN(C)C)c1ccccc1 (stereo not drawn)	i	/	/	14%	8%	-0.3%	-4.2%[3.08 µM]	/	-2%	/	/
Cc1ccc(OCc2nnc(SCC(=O)NCc3ccccc3)n2C)cc1	i	?	2%	7%	1%	-0.3%	-2.9%	2%	-2%	7%	1%
CN(C)C(=O)N1CCC(C(=O)NCC2CCCO2)CC1 (stereo not drawn)	i	2%	5%	6%	-7%	0.0%	-2.9%	-5%	1%	16%	0%
CC(C)C[C@H](N)CSSC[C@@H](N)CC(C)C	i	-32%[inhibitor]	-6%	-13%	2%	-1.9%	-1.3%	8%	1%	5%	0%
CCN1CCn2c3c(c4cc(C)ccc42)CCCC31 (stereo not drawn)	/	12%	-4%	-8%	-1%	-1.6%	-3.8%	-21%	-1%	-5%	2%
CCOC(=O)C1C2C=CC3(CN(Cc4ccco4)C(=O)C13)O2 (stereo not drawn)	i	3%	-3%	12%	?	0.3%	-0.7%	-25%	-1%	20%	-3%
O=C(c1nnc(Cc2ccc(Cl)cc2)o1)N1CCOCC1	/	-2%	-3%	0%	/	1.0%	0.6%	2%	-1%	-10%	0%
O=C(/C=C/c1ccc(O)c(O)c1)OC(Cc1ccc(O)c(O)c1)C(=O)O (stereo not drawn)	/	/	/	-19%[25.6 µM]	-24%	-2.2%&-1.3%	-3.2%	/	-8%&-2%	/	-6%&2%
O=C(CCC(=O)N1CCCc2ccccc21)N1CCN(S(=O)(=O)c2ccccc2)CC1	i	4%	-4%	3%	4%	0.5%	-1.1%	-8%	0%	-2%	0%
O=C(NC1CCCCC1)N(Cc1cc2cc3c(cc2[nH]c1=O)OCCO3)CC1CCCO1 (stereo not drawn)	i	20%	-4%	-3%	149%[activator]	-0.3%	-1.3%	?	0%	12%	-1%
COc1cc(OC)c(NC(=O)CCNS(=O)(=O)c2cc(Br)cnc2N)cc1Cl	i	-13%	-2%	-14%	27%	0.7%	-1.1%	-2%	0%	-9%	-1%
O=C1CCC/C1=c1\s/c(=C\c2cccnc2)c(=O)n1-c1ccccc1	i	-2%	0%	-1%	17%	2.4%	1.8%	5%	-5%	-26%	-7%
CCOc1ccc(NC(=O)c2cccnc2C(=O)O)cc1	i	6%	-4%	30%[activator]	2%	1.1%	-3.1%	6%	0%	13%	4%
C/C(O)=C(\C#N)c1nnc2n1CCCCC2	i	3%	0%	6%	-6%	1.6%	-2.5%	1%	4%	-12%	2%

Entries listed above that bear a hit mark in HADH2 inh.
compound	Rhodamine autofl	Pol III holo inh	15-hLO inh	BRCT inh red	BRCT inh green	HADH2 inh	Caspase-7 inhib	Tau fil binding	Casp1 inh
COc1ccc(-c2cn3cc(C)ccc3n2)cc1OC	i	-1%	?	2.0%	-5.8%	32µM*	-3%	2%	-10%
O=C(CSc1nc2ccccc2s1)c1sc2sc3ccccc3[n+]2c1O	?	-27%[11.4 µM]	-8%[11.4 µM]	2.7%[15.4 µM]	7.9%[15.4 µM]	3.2µM*	-25%[11.5 µM]	-5%[11.4 µM]	1%[11.5 µM]
